rTrxR1 inhibitor: blocks rat thioredoxin reductase 1; recombinant rTrxR1, NADPH fluorescence consumption, selenite substrate; Potency, µM (titrated, usually from 114 µM), for inactives: at the highest dose activity change, negative = inhibition, actives largely listed as inhibitors; AID 588453; 390,000 compounds, 1% hits; also: potency is read from the fitted curve at half-maximal effect; % is scaled to controls: 0 for no effect and ±100 for the full control effect; nearly all actives have a fitted effect of over 65% in size
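Rat TrxR1 (90 nM in the dispensed reagent) was pre-reduced with 400 uM NADPH for 5 min at room temperature, then incubated with compound for 15 min. After 400 uM selenite was added, NADPH fluorescence (Ex 340/Em 450 nm) was followed for 8 min.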
TRHR PAM: TRH receptor (human) allosteric enhancement. P34981. TRHR cells, fluo-8 calcium fluorescence, EC20 TRH enhancement. enhancement, % at 2 µM. 360,000 compounds, 0.66% hits. AID 493056; in the data active = enhancement above about 30%; also: 0% is about no effect
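TRHR-expressing cells loaded with fluo-8 calcium dye were read kinetically (ex 480/em 530) during compound addition, then stimulated with an EC20 of TRH (10 nM final). Enhancement of the Gq-mediated intracellular calcium response was scored.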
TrxR1 substrate: substrates of rat thioredoxin reductase 1. O89049. purified TrxR1 substrate turnover, NADPH consumption readout. Potency, µM (highest dose often 114 µM), for the others: at the highest dose activity change, negative = substrate turnover. 390,000 compounds, 0.01% hits. AID 588456; also: potency is read from the fitted curve at half-maximal effect; % is scaled to controls: 0 for no effect and ±100 for the full control effect; nearly all actives have a fitted effect of over 50% in size
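Rat TrxR1, dispensed at 90 nM, was prereduced with 400 uM NADPH (final) for 5 min at ~22 deg C, then incubated with compound 15 min before 400 uM selenite. A first-read NADPH fluorescence drop versus no-compound background flagged substrates.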
TRHR agonist: agonists of human TRH receptor | activation, % at 2 µM | TRHR cells, calcium flux fluo-8, FDSS agonist mode | P34981 | 360,000 compounds, 0.18% hits; in the data active = activation above about 30%; also: 0% is about no effect
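TRHR-expressing cells loaded with fluo-8 calcium dye; 23 nL library compound pin-transferred, kinetic FDSS fluorescence (Ex 480/Em 530) recorded about 180 s for agonist-induced calcium release, before a 10 nM TRH EC20 addition for potentiator mode.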
D2 antag: antagonists of human D2 dopamine receptor. HEK293 TREx D2 cells, calcium flux, dopamine EC80. inhibition, % at 10 µM. P14416. 340,000 compounds, 2% hits. AID 485344; in the data active = inhibition above about 30%; also: 0% is about no effect
Target sequence (P14416 whole entry, looked up): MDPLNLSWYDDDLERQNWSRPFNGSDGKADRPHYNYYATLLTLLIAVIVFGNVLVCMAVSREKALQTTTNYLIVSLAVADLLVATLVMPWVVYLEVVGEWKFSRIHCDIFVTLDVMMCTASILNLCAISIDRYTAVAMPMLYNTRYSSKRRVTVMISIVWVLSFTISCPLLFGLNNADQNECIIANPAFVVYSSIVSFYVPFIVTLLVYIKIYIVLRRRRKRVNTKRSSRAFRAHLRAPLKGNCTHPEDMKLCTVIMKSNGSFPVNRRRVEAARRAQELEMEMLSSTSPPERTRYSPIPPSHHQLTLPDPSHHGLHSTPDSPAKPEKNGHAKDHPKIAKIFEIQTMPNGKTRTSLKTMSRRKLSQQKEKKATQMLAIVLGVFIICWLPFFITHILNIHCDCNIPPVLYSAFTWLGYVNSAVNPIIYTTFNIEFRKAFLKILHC
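Measurement of antagonist activity uses fluorescent calcium dye in inducible HEK293 T-REx D2 cells: 10 s baseline, compound addition with 180 s read, EC80 dopamine addition with a further 180 s read.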
USP1 inh: inhibitors of human USP1/UAF1 deubiquitinase; O94782; recombinant USP1/UAF1, Ub-Rhodamine cleavage fluorescence; Potency, µM (series often up to 57.1 µM), without a hit: at the top dose activity change, negative = inhibition, actives largely listed as inhibitors; 390,000 compounds, 0.23% hits; AID 743255; also: potency is read from the fitted curve at half-maximal effect; % is scaled to controls: 0 for no effect and ±100 for the full control effect; nearly all actives have a fitted effect of over 60% in size; inactives centre near -12
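USP1/UAF1 complex at 1 nM was preincubated with compound for 15 min at room temperature, then Ub-Rho substrate (150nM final) was added. Fluorescence (480/540 nm) was read kinetically, 6 reads every 60 seconds.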
IDH1 R132H inh: human IDH1 R132H inhibition. O75874. IDH1-R132H enzyme, NADPH consumption, diaphorase/resazurin fluorescence. Potency, µM (top dose mostly 76.6 µM), inactives show at the highest dose activity change, negative = inhibition, hits mostly inhibitors. 390,000 compounds, 0.093% hits; also: potency is read from the fitted curve at half-maximal effect; % is scaled to controls: 0 for no effect and ±100 for the full control effect; nearly all actives have a fitted effect of over 65% in size
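IDH1-R132H (0.5 ug/mL) preincubated 30 min with compound, then NADPH (0.016 mM) and alpha-KG (2 mM) added; 80 min at RT, pH 7.5. Remaining NADPH coupled via diaphorase/resazurin to fluorescence (540/590 nm); concentration-response curves normalized to no-enzyme control.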
D2 agonist: D2 dopamine receptor (human) agonism. HEK293 T-REx D2 cells, calcium flux agonist mode. 340,000 compounds, 0.53% hits. activation, % at 2 µM. AID 485358. P14416;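 active = activation over 3 SD above normal in the single-dose calcium agonist read, cut at about 30% in these data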; also: 0% is about no effect
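HEK293 Trex D2 cells, tetracycline-induced, o/n 30 C 5% CO2; no-wash Ca dye, RT 30–90 min; 10-cycle baseline, 23 nl cpd added, kinetic Ca read 180 s; agonist hits = positive Ca response.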
PI4K2A block: PI4K2A (human) kinase inhibition; Q9BTU6; purified PI4K2A, ADP-Glo luminescence, 1 h; active compounds read low; activity change, negative = inhibition, % at 76.9 µM; 420,000 compounds, 0.13% hits; in the data active = activity change below about -50%; inconclusive = mostly about -30% to -49%;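 also: -100% = wells without enzyme as full effect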
Target sequence (Q9BTU6 whole entry, looked up): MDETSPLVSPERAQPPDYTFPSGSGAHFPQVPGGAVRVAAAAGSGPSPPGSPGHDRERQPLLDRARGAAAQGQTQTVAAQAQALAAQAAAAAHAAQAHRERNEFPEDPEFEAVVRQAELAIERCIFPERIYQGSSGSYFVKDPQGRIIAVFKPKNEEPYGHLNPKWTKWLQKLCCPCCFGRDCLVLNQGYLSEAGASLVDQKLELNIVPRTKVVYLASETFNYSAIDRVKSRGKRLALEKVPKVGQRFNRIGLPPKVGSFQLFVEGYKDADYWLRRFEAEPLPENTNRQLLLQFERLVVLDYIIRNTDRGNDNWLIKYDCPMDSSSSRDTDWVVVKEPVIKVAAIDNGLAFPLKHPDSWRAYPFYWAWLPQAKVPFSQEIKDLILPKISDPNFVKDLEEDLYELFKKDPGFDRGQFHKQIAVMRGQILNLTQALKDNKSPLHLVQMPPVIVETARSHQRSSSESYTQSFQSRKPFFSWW
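PI4K2A activity was measured by ADP-Glo luminescence: enzyme (4 ug/mL stock) and phosphatidylinositol (1.2 mM stock) in Tris pH 7.5/MgCl2/EGTA/Triton X-100 buffer were reacted with ATP (300 microM stock) for one hour at ambient temperature.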
An asterisk follows results filed as active; ? = inconclusive; . = not tested or not shown; & = joins results of further samples; [ ] = another dose, or the depositor's remark. Unless noted, calls follow the shape of the dose curve; as a rule, active = well fitted inhibition curve with a large enough effect; inconclusive = small, poorly fitted or top-dose-only effect; inactive = no such curve, though single readings can be large or run the other way.

no.	Structure	TRHR agonist	TrxR1 substrate	D2 antag	D2 agonist	IDH1 R132H inh	USP1 inh	TRHR PAM	PI4K2A block	rTrxR1 inhibitor
1	CC(C)N(CCO)C(=O)CCc1nnc(Cc2cccc(C(F)(F)F)c2)o1	1.2	-2%	22	-0.6	25%	-6%	-1	-4	4%
2	Cc1ccccc1NC(=O)COC(=O)C1=COCCO1	-0.2	11%	-14	0.0	2%	-18%	-5	-1	37%[activator]
3	CC1CC(C)CN(S(=O)(=O)c2ccc(C(=O)Nc3nnc(-c4cccs4)o3)cc2)C1 (stereo unspecified)	-0.2	-4%	-1	3.0	-8%	-15%	-5	-8	-3%
4	Cc1ccc(N2CCN(C(=O)C3CCCN(c4ncnc5c4nc4n5CCCCC4)C3)CC2)c(C)c1 (stereo unspecified)	0.7	-2%	0	3.0	0%	-1%	5	-3	2%
5	CC(NS(=O)(=O)c1ccc(Br)cc1)C(N)=O (stereo unspecified)	-0.5	12%[57.1 µM]	2	-0.1	-1%	-4%	-2	7	28%[57.1 µM]
6	CCCN(CCC)C(C(=O)Nc1cccc(OC)c1)c1ccccc1 (stereo unspecified)	0.2	-5%	6	0.3	2%	-20%	-7	-7	-9%
7	CCN(C(=O)CSc1nc2cc(S(=O)(=O)N(CC)CC)ccc2o1)C1CCS(=O)(=O)C1 (stereo unspecified)	0.0	5%	11	-0.9	-4%	-19%	-2	6	35%
8	CCCOC(=O)c1c(-c2ccccc2)nc(CC)c(C(=O)SCC)c1CCC	0.0	2%[57.1 µM]	16	0.5	4%	-18%	5	5&3	10%[57.1 µM]
9	O=C(CS(=O)Cc1ccccc1Cl)Nc1ccccc1Cl (stereo unspecified)	-0.4	-9%	12	0.0	1%	-18%	-6	0	14%[57.1 µM]
10	O=C(/C=C/c1ccc2c(c1)OCO2)Nc1ccc(Cl)cn1	1.1	10%[57.1 µM]	.	.	1%	-9%	3	2	28%[57.1 µM]
11	Cc1cccc(OCc2nnc(SCC(=O)N3CCc4ccccc43)n2C)c1	0.2	2%	2	0.0	1%	-3%	0	2	2%
12	CN(C)CCN1C(=O)C(=O)/C(=C(/O)c2ccc(S(=O)(=O)N3CCOCC3)cc2)C1c1ccc(Br)cc1 (stereo unspecified)	0.0	-8%	12	1.4	10%	-6%	-4	0	-8%
13	Cc1[nH]n(-c2ccccc2)c(=O)c1C=NC1CCCCC1	-0.4	-7%	8	0.2	3%	2%	44*	1	-6%
14	COc1cc(NC(=O)NCc2ccco2)ccc1-c1ccc(NC(=O)NCc2ccco2)cc1OC	.	21%	.	.	-7%	?	.	9	27%
15	CCc1ccc(Cn2nnc(C(=O)NCc3ccccc3OC)c2N)cc1	3.7	16%[57.1 µM]	4	0.0	-4%	-9%	-5	0	16%[57.1 µM]
16	CCNC(=O)Cn1nc(C)n2c(cc3c(OC)cccc32)c1=O	0.0	68%[activator]	.	0.7	-10%	-8%	6	-1	19%
17	CCCC[C@@H]1C=C(C(=O)O)[C@H](c2ccc(Cl)c(Cl)c2)N1S(=O)(=O)c1ccc(C)cc1	.	-5%	.	.	-27%	-26%	.	-1	-1%
18	Cc1[nH][nH]c(=O)c1C(c1c(C)[nH][nH]c1=O)c1cn(C)c2ccccc12	-2.6	18%	0	-0.7	19%	?	1	?	27%[11.4 µM]
19	O=C(COC(=O)c1cc(-c2cccs2)nc2ccccc12)c1ccc(F)cc1	0.5	38%[activator]	.	0.5	-4%	-20%	-3	-2	28%
20	CC1CCN(C(c2cc3cc4c(cc3[nH]c2=O)OCO4)c2nnnn2CC2CCCO2)CC1 (stereo unspecified)	0.3	65%[activator]	-12	0.6	9%	-8%	-1	0	?
21	O=C(CCC(=O)c1cccs1)NCc1cccc(Cl)c1	-1.2	4%	-7	-0.9	4%	-16%	12	2	17%
22	CCOC(=O)c1ccc(NC(=O)CN(C)S(=O)(=O)c2ccc(Br)s2)cc1	-0.3	-4%[57.1 µM]	-18	-1.1	5%	-24%	-6	4	-2%[57.1 µM]
23	COc1cccc(C(=O)Nn2c(-c3cccs3)nc3ccccc3c2=O)c1OC	-0.5	-2%	-2	-1.5	4%	2%	0	1	13%[57.1 µM]
24	CCOc1ccccc1NC(=O)c1c2c(nc3ccccc13)C(=O)N(C1CCCCC1)C2	-0.2	-4%[57.1 µM]	.	0.6	-22%	-16%	0	-2	1%[57.1 µM]
25	CCOC(=O)N1CCN(C(=O)COc2ccc(S(=O)(=O)Nc3ccc(OCC)cc3)cc2)CC1	0.8	-1%	4	-0.3	-2%	-13%	1	4	13%
26	COc1ccccc1C(=O)OCc1c(-c2ccccc2)ncc2ccccc12	.	0%	.	.	5%	?	.	3	21%
27	CC(C)(C)c1ccc(/C=C2\Oc3cc(OC(=O)N4CCOCC4)ccc3C2=O)cc1	0.1	-18%	-4	0.4	1%	-15%	2	4	50%[57.1 µM]
28	COC(=O)c1ccccc1NC(=O)NCc1cccnc1	-0.1	28%	-1	-0.5	0%	-17%	0	4	17%
29	COc1ccc(/C=N/NC(=O)c2[nH]c3ccc(Cl)cc3c2-c2ccccc2)c(C(=O)O)c1OC	-0.3	16%[57.1 µM]	1	1.5	2%	-10%	3	-3	22%[57.1 µM]
30	O=C(Nc1cccnc1)C1CCN(S(=O)(=O)c2cccs2)CC1	0.1	5%[57.1 µM]	5	1.0	7%	-10%	-3	-4	20%[57.1 µM]
31	O=S(=O)(Nc1cccnc1)c1cccc(C(F)(F)F)c1	0.2	9%	4	0.2	-3%	-8%	-3	11	29%
32	CCOc1ccc(NC(=O)/C(C=Nc2ccccc2)=C(\C)O)cc1	0.9	-12%	-44	0.8	10%	-23%	4	-2	18%[57.1 µM]
33	O=C(NCCc1ccc(Cl)cc1)c1ccc(CS(=O)Cc2cccc(Cl)c2)o1 (stereo unspecified)	-1.3	-3%	.	-0.8	-3%	1%	-10	4	0%
34	Fc1ccccc1C1CC(c2ccco2)=Nc2ccccc2S1 (stereo unspecified)	0.0	-6%	14	-0.6	5%	-20%	0	7	12%
35	COc1cc(/C=C/C(=O)O)cc(S(=O)(=O)N2CCc3ccccc3C2)c1OC	-0.6	4%	.	.	-3%	-18%	5	2	5%
36	O=C(NNC(=O)c1cc2ccccc2cc1O)Nc1ccccc1F	2.2	1%	-2	0.4	8%	-15%	-2	-7	15%
37	CCOC(=O)c1c(S(=O)(=O)N2CCCC(C)C2)c(C)n(C)c1C (stereo unspecified)	-0.7	4%	6	1.6	7%	?	1	-6	8%
38	CC(C)(c1ccccc1)c1ccc(OCCN2CCCC2)cc1	2.1	-2%	0	-0.2	-7%	4%	3	8	8%
39	CC(C)(CNC(=O)CCNC(=O)c1ccc(Br)cc1)N1CCOCC1	0.2	-9%	-2	-0.3	3%	-6%	2	0	-12%
40	Cc1cccc(NC(=O)Cc2coc3ccc4ccccc4c23)n1	-0.2	10%	-27	0.0	2%	-18%	4	3	10%
41	O=C(NC1CCCCC1)c1c2c(nc3ccccc13)CCC2	0.0	-2%	-4	0.8	-7%	3%	-2	-6	-10%
42	CCC1CCCCN1C(=O)CNCC1CCCO1 (stereo unspecified)	4.8	3%	-3	0.9	2%	-19%	-3	5	-1%
43	O=C(N/C(=C\c1ccco1)C(=O)N1CCOCC1)c1ccco1	1.7	3%[57.1 µM]	-14	-0.5	14%	?	1	0	5%[57.1 µM]
44	O=C1CC(Nc2ccc(N3CCOCC3)cc2)C(=O)N1CCc1ccccc1 (stereo unspecified)	0.3	-3%	11	0.0	3%	-18%	-3	-3	-3%
45	COCCCNC(=O)CSc1nc2cc(C(=O)NCCOC)ccc2c(=O)n1Cc1ccc2c(c1)OCO2	-1.3	5%	27	1.5	1%	-19%	-3	-1	23%
46	O=C(Nc1cc(Cl)ccc1Cl)C1(c2cccs2)CCOCC1	0.0	5%[57.1 µM]	.	-1.1	15%	-36%	-8	-2	17%[57.1 µM]
47	CCN(CC)c1nc(C)c(C(=S)Nc2cc([N+](=O)[O-])ccc2Cl)s1	4.1	-6%[57.1 µM]	-7	1.0	6%	?	2	2	26%[57.1 µM]
48	Cc1ccc(C(=O)NCC(=O)OCc2cccc(Br)c2)cc1	1.3	-5%	.	.	0%	-17%	7	1	2%
49	CC(C)C[C@@H](CO)N1CCN(CCc2ccccc2)CCC1=O	0.8	7%&2%	-26	0.8	8%	-19%	-1	-1	2%&1%

Whole records as entered above. Values in the order: TRHR agonist	TrxR1 substrate	D2 antag	D2 agonist	IDH1 R132H inh	USP1 inh	TRHR PAM	PI4K2A block	rTrxR1 inhibitor
`O=C(Nc1cc(Cl)ccc1Cl)C1(c2cccs2)CCOCC1` across the screens: 0.0	5%[57.1 µM]	.	-1.1	15%	-36%	-8	-2	17%[57.1 µM]
`CCN(CC)c1nc(C)c(C(=S)Nc2cc([N+](=O)[O-])ccc2Cl)s1` across the screens: 4.1	-6%[57.1 µM]	-7	1.0	6%	?	2	2	26%[57.1 µM]

Assay outcomes deposited in PubChem by National Center for Advancing Translational Sciences (NCATS).
